Source: PubChem (National Center for Advancing Translational Sciences (NCATS))
NPC1 prom act – NPC1 promoter activation. Huh7 NPC1 promoter luciferase reporter, 24 h. Potency, µM (highest dose often 9.22 µM), for the others: at the highest dose activation, hits mostly activators. 320,000 compounds, 2.4% hits. AID 485313;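 further: potency means the concentration at half of the fitted maximal effect; % of control where 0% means no effect; nearly all actives have a fitted effect of over 60% in size; reporter is driven by a mutant NPC1 promoter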
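Luminescence read-out of NPC1 promoter-driven luciferase in stably transfected Huh7 cells; compounds delivered in DMSO and left 24 h at 37C, 5% CO2, qHTS titration format.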
RORg inh – ROR gamma (mouse) transcription inhibition. Drosophila S2 Gal4-RORgamma UAS-luciferase reporter, 20 h. 310,000 compounds, 5.4% hits. P51450. AID 2551. Potency, µM (doses to about 53.6 µM), inactives show top-dose activity change, negative = inhibition, actives largely listed as inhibitors; further: potency means the concentration at half of the fitted maximal effect; on the % scale 0 is the no-effect control and ±100 the full control effect; nearly all actives have a fitted effect of over 60% in size
Target sequence (P51450 whole entry, looked up, the tested form may be a part): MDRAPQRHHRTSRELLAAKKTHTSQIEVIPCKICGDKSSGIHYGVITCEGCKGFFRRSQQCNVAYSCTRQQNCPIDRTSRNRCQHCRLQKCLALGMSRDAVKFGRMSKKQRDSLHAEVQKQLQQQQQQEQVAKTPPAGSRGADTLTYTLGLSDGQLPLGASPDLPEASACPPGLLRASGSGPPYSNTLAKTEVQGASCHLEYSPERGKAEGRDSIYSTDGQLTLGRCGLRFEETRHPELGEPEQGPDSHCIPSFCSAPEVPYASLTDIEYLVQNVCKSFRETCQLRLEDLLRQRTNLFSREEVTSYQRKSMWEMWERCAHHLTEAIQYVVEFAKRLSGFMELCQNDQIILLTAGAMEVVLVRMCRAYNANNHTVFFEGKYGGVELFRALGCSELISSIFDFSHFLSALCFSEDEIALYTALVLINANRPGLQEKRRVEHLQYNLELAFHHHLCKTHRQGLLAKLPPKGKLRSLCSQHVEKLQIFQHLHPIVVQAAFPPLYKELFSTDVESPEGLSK
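Schneider cells (Drosophila), stable Gal4 DBD–ROR gamma + UAS-luc; 1 hr cmpd preincubation; Cu2+ induction 700 uM final; 20 hr ambient; luminescence.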
Rab9 promoter act – activators of Rab9 promoter; Huh7 Rab9 promoter-luciferase reporter, luminescence, 24 h; Potency, µM (series often up to 9.22 µM), for inactives: at the highest dose activation, negative = inhibition, hits mostly activators; 320,000 compounds, 2.8% hits; AID 485297; further: potency means the concentration at half of the fitted maximal effect; % of control where 0% means no effect; nearly all actives have a fitted effect of over 60% in size
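Luminescence from Amplite-detected luciferase (10 minutes, ambient) reports Rab9 promoter activation. Before that, stable Rab9-luciferase Huh7 cells (1500/well, reduced-serum OP-MEM I plus 10% FBS) were exposed to compound for 24 hours at 37C.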
FLuc modulator – firefly luciferase modulation, counter-screen for miR-21 project. P08659. Potency, µM (doses to about 57.5 µM), inactives show at the top dose activity change, negative = inhibition, usual class: inhibitors. 360,000 compounds, 6.9% hits. AID 588342. purified FLuc, Km substrates, luminescence inhibition;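 further: potency means the concentration at half of the fitted maximal effect; plate controls were vehicle for no effect and reference inhibitor for full effect; nearly all actives have a fitted effect of over 55% in size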
Target sequence (P08659 whole entry, looked up): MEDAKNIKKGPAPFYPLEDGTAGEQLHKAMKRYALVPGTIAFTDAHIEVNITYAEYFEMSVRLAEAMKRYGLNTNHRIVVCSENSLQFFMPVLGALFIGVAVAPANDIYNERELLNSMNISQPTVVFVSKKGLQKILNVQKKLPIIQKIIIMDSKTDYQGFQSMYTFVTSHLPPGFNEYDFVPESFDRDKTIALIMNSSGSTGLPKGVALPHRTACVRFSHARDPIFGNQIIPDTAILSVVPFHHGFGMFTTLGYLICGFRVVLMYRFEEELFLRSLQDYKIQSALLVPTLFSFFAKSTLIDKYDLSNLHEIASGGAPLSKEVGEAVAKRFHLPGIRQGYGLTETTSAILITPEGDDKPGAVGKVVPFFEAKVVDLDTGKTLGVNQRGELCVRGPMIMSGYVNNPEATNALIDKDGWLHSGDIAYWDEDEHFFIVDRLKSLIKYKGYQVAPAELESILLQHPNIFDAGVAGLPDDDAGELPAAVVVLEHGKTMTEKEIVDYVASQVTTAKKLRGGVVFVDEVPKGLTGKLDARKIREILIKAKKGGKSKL
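Biochemical qHTS of compounds, final roughly 60 µM downward over six points, against 10 nM purified firefly luciferase using Km concentrations of substrates (10 uM D-luciferin, 10 uM ATP) in Tris acetate pH 7.5 buffer; luminescence output.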
Giardia kill – Giardia lamblia killing. activity change, % at 7.66 µM, hits read low. Giardia lamblia trophozoite viability. 340,000 compounds, 0.15% hits. AID 540267; in the data active means activity change below about -80%; inconclusive means between about -30% and that limit;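 further: parasites exposed to compound for two days anaerobically before the ATP read; on the % scale 0 is the no-effect control and ±100 the full control effect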
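Trophozoite viability was measured as ATP-dependent luminescence, read 15-30 min after reagent addition. Before that, parasites at 100 cells/well were exposed to compounds for 48 h, anaerobically, at 37 deg C.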
ELG1 genotoxic – induces genotoxicity in HEK293T cells with luciferase-tagged ELG1. Potency, µM (titrated, usually from 46 µM), inactives show top-dose activity change, positive = activation, hits mostly activators. 330,000 compounds, 1.3% hits. HEK293T ELG1-luciferase reporter, luminescence, 16 h; further: potency means the concentration at half of the fitted maximal effect; % of control where 0% means no effect; nearly all actives have a fitted effect of over 60% in size
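Screening used a luciferase reporter fused to human ELG1 in HEK293T cells. Luminescence was read on a CCD plate imager after 16 hr exposure and 30 min ONE-Glo incubation.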
Coupling enz – inhibits coupling enzyme system, counter-screen for aldolase hits; coupling enzyme system counterscreen, AmpLite Red fluorescence; 290,000 compounds, 0.67% hits; activity change, negative = inhibition, % at 58.2 µM, hits read low; AID 2472; in the data active means activity change below about -30%; further: on the % scale 0 is the no-effect control and ±100 the full control effect
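Counterscreen lacking aldolase: glyceraldehyde-3-phosphate coupling-enzyme reagent preincubated 10 min at RT with compound (at 57.5 uM final), then substrate/coupling system with AmpLite Red added; fluorescence read at 525/598 nm after 20 min RT.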
KCNH2 3.1 inh – inhibitors of human KCNH2 3.1 potassium channel isoform; AID 720553; U2OS KCNH2 3.1, thallium flux FluxOr; stronger effect = lower value; 340,000 compounds, 0.95% hits; activity change, % (tested at about 1.8 µM);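 active means maximum activity change below -70%; inconclusive means maximum activity change from -70% to -50%; inactive means maximum activity change above -50%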;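 further: thallium influx rate constant from kinetic fluorescence after stimulation buffer; on the % scale 0 is the no-effect control and ±100 the full control effect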
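Kinetic fluorescence (2 min after stimulation buffer) measures Tl+ influx through KCNH2 3.1 expressed by viral transduction in U2OS cells; the rate constant is normalized against DMSO controls serving as positive and negative references.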
Tb PFK block – inhibitors of T. brucei phosphofructokinase; 330,000 compounds, 0.17% hits; Potency, µM (doses to about 57.5 µM), without a hit: at the highest dose activity, negative = inhibition, usual class: inhibitors; O15648; T. brucei PFK, ADP-Glo luminescence; AID 485367;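 further: potency means the concentration at half of the fitted maximal effect; 0% = uninhibited 1x PFK enzyme wells and -100% = no-enzyme wells; nearly all actives have a fitted effect of over 60% in size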
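In TEA buffer at pH 8.0 with 5 mM MgCl2, enzyme (1.25 nM) converted F6P (0.5 mM) and ATP (0.1 mM) for 45 min at room temperature. ADP product was read by luciferase luminescence.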
uPA generation – cell surface uPA generation inhibition; cell surface uPA generation assay, qHTS; Potency, µM (doses to about 38.3 µM), without a hit: at the top dose activity change, negative = inhibition, usual class: inhibitors; 330,000 compounds, 0.31% hits; AID 540303; active means well fitted inhibition curve with a large enough effect; inconclusive means small, poorly fitted or top-dose-only effect; inactive means no such curve, though single readings can be large or run the other way; tested in mouse RAW 264.7 cells; further: potency means the concentration at half of the fitted maximal effect; on the % scale 0 is the no-effect control and ±100 the full control effect; nearly all actives have a fitted effect of over 55% in size
VP16 counter – Gal4-VP16 reporter inhibition counter-screen | Drosophila S2 Gal4-VP16 UAS-luciferase, luminescence, 20 h | Potency, µM (highest dose often 53.6 µM), for inactives: at the top dose activity, negative = inhibition, usual class: inhibitors | 310,000 compounds, 3.5% hits;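 further: Gal4-VP16 expression switched on by copper sulfate through the metallothionein promoter; potency means the concentration at half of the fitted maximal effect; on the % scale 0 is the no-effect control and ±100 the full control effect; nearly all actives have a fitted effect of over 50% in size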
* marks the source's active call; other numbers are inactive results; ? = inconclusive; . = no result given; [ ] = dose if it differs, or a comment. Unless noted, the call rests on the fitted dose curve; in most records, active means well fitted curve in the direction sought with a large enough effect; inconclusive means small, poorly fitted or top-dose-only effect, or another doubt; inactive means no such curve, though single readings can be large; an effect the other way counts as inactive or inconclusive.

SMILES	NPC1 prom act	RORg inh	Rab9 promoter act	FLuc modulator	Giardia kill	ELG1 genotoxic	Coupling enz	KCNH2 3.1 inh	Tb PFK block	uPA generation	VP16 counter
Cc1ccccc1CSCC(=O)c1c(N)n(CC(C)C)c(=O)n(C)c1=O	-13%	0%	-18%	0%	9	0%	-5	-7	1%	-14%	0%
Cc1nc([N+](=O)[O-])c(Br)n1CC(=O)c1ccc(Br)cc1	-4%	11µM*	-2%	0%	-3	13%	-1	8	-4%	-10%	?
CCOc1ccc(NC(=O)CSCC(=O)O)cc1	-3%	0%	-4%	5%	0	2%	2	-17	2%	-1%	1%
COC(=O)CCN(c1ccccc1)S(=O)(=O)c1ccc(OC)cc1	-3%	2%	-6%	3%	-16	0%	2	4	1%	-3%	-6%
COc1ccccc1C(=O)n1nc(-c2ccccc2)nc1N	0%	-1%	-7%	3%	1	7%	-2	-1	-5%	-3%	-2%
COc1ccccc1C(=O)NC(=S)NNC(=O)c1sc2ccccc2c1Cl	-11%	3%	-19%	2%	?	6%	7	-12	-6%	-2%	-10%
COc1ccc(N2C(=O)CC(N3CCN(c4ccc(S(=O)(=O)N5CCCC5)cc4)CC3)C2=O)cc1 (centres undefined)	-3%	20%	-1%	0%	-7	-4%	1	-10	-3%	4%	-12%
CCOC(=O)C1=C(C)NC2=C(C(=O)CCC2)C1c1cccs1 (centres undefined)	0%	4%	1%	2%	3	9%	0	1	-2%	6%	-5%
O=C(NCc1ccc(Cl)cc1)c1cc(=O)[nH]c2ccccc12	-4%	5%	-6%	0%	-12	1%	1	-9	-2%	1%	-2%
N/C(=N\OC(=O)c1cccc(Br)c1)c1ccccc1	19%	-13%	2%	0.85µM*	14	?	2	6	6%	.	-2%
CC1CCc2sc(C(=O)N=Nc3c(O)[nH]c4ccccc34)cc2C1 (centres undefined)	7%	-24%	12%	?	.	7%	1	.	0%	.	-3%
CC(OC(=O)C1CC1)C(=O)Nc1ccc([N+](=O)[O-])cc1Cl (centres undefined)	0%	-2%	18%	-2%	9	3%	1	5	3%	-2%	10%
CCCCOc1ccc(N(CC(=O)NC(C)(C)CC)C(=O)CCC(=O)Nc2ccccn2)cc1	-7%	25%	-9%	-1%	20	-9%	2	6	2%	4%	-15%
CCc1ccccc1N(CC(=O)NCc1ccccc1)C(=O)CCC(=O)Nc1ccccn1	-3%	?	1%	2%	11	0%	-1	-6	3%	-5%	5%
O=C(Nc1ccc(S(=O)(=O)Nc2ncccn2)cc1)c1cccnc1	-1%	?	-7%	-7%	14	-1%	5	-16	0%	1%	2%
COc1cnn(-c2ccc(F)cc2)c(=O)c1Br	0%	4%	15%	1%	-1	-14%	0	-8	4%	3%	-15%
FC(F)(F)c1cccc(Cc2noc(CN3CCCC(CN4CCCC4)C3)n2)c1 (centres undefined)	-7%	-12%	-3%	0%	-9	-10%	-11	-1	-3%	-3%	-8%
Clc1ccc(CSc2nnc3ccccn23)c(Cl)c1	-3%	7%	?	?	8	?	-1	20	0%	-2%	2%
O=C(Cc1ccccc1)Nc1nc(-c2ccc(F)c(F)c2)cs1	-4%	11%	9%	?	0	-7%	0	12	-8%	5%	-5%
COc1ccc(CN=Cc2c(C(F)(F)F)[nH][nH]c2=O)cc1	2%	-9%	3%	8%	14	-1%	3	12	2%	3%	-7%

Not a retest: an excerpt of the list.
SMILES	NPC1 prom act	RORg inh	Rab9 promoter act	FLuc modulator	Giardia kill	ELG1 genotoxic	Coupling enz	KCNH2 3.1 inh	Tb PFK block	uPA generation	VP16 counter
COc1cnn(-c2ccc(F)cc2)c(=O)c1Br	0%	4%	15%	1%	-1	-14%	0	-8	4%	3%	-15%
FC(F)(F)c1cccc(Cc2noc(CN3CCCC(CN4CCCC4)C3)n2)c1 (centres undefined)	-7%	-12%	-3%	0%	-9	-10%	-11	-1	-3%	-3%	-8%
Clc1ccc(CSc2nnc3ccccn23)c(Cl)c1	-3%	7%	?	?	8	?	-1	20	0%	-2%	2%

The listing picks up; the 3 compounds before the break are reprinted first.
SMILES	NPC1 prom act	RORg inh	Rab9 promoter act	FLuc modulator	Giardia kill	ELG1 genotoxic	Coupling enz	KCNH2 3.1 inh	Tb PFK block	uPA generation	VP16 counter
Clc1ccc(CSc2nnc3ccccn23)c(Cl)c1	-3%	7%	?	?	8	?	-1	20	0%	-2%	2%
O=C(Cc1ccccc1)Nc1nc(-c2ccc(F)c(F)c2)cs1	-4%	11%	9%	?	0	-7%	0	12	-8%	5%	-5%
COc1ccc(CN=Cc2c(C(F)(F)F)[nH][nH]c2=O)cc1	2%	-9%	3%	8%	14	-1%	3	12	2%	3%	-7%
COc1cccc(NC(=O)CCC2CCN(C(=O)c3cncs3)CC2)c1	-5%	-38%	13%	1%	-12	-1%	.	13	1%	1%	-11%
COc1cc(-n2c(=O)c3ccccc3n(Cc3cccc(C)c3)c2=O)cc(OC)c1OC	1%	1%	-2%	-1%	-7	-1%	4	25	5%	-23%	-12%[10 µM]
O=C(COC(=O)COc1ccc(Br)cc1)NC1CCCC1	.	.	.	.	22	6%	.	-14	-2%	6%	.
Cc1cccc(N2C(=O)CC(SC(N)=Nc3ccccc3)C2=O)c1 (centres undefined)	-5%	28%	0%	2%	8	-3%	-1	-2	0%	3%	1%
c1ccc(-c2nc3nc4ccccc4nc3n2CC2CCCO2)cc1 (centres undefined)	-1%	0%	-2%	-12%	-6	-17%	1	2	-2%	-5%	9%
O=C(NCc1ccncc1)C1CCN(S(=O)(=O)c2cccc(C(F)(F)F)c2)CC1	-3%	14%	3%	1%	-14	0%	0	-12	5%	2%	17%
CCC(C)NC(=O)CCC(=O)Nc1ccc2nc(N3CC(C)CC(C)C3)cc(C)c2c1 (centres undefined)	2%	4%	-3%	?	8	-7%	0	7	1%	-1%	8%
COC(=O)C(C)Sc1nnc2n(-c3cccc(C)c3)c(=O)c3c4c(sc3n12)CCCC4 (centres undefined)	-2%	21%	-7%	0%	6	-3%	7	2	-20%	3%	0%
CCOC(=O)N1CCC(N2CC34C=CC(O3)C(C(=O)O)C4C2=O)CC1 (centres undefined)	0%	-12%	-2%	3%	-8	3%	-1	2	-9%	0%	5%
CC(C)OC(=O)c1cc(C(=O)c2cc(F)ccc2O)coc1=N	-3%	-6%	-4%	3%	-2	2%	3	1	0%	2%	1%
CCOC(=O)C1CCN(C(=O)C2COc3ccccc3O2)CC1 (centres undefined)	-4%	-1%	5%	-2%	9	0%	2	9	-2%	4%	13%
O=C(O)CC1(CC(=O)Nc2cc3ccccc3cn2)CCCCC1	-4%	12%	0%	?	4	-1%	1	9	9%	5%	-8%
CCc1cccc(CC)c1N(COC)C(=O)Cn1ccccc1=N	3%	11%	-1%	0%	-19	-1%	6	-40	-2%	-6%	-1%
C/C(CC(=O)NCc1ccco1)=N\NC(=O)COc1ccc(C)cc1	1%	-41%	-3%	-1%	6	1%	-2	-7	0%	2%	-28%
COc1ccc(-c2nn(-c3ccccc3)cc2C(=O)N2CCN(C(=O)c3ccco3)CC2)cc1	.	.	.	.	-18	-3%	.	-13	6%	-2%	.
COCc1cc(C)nc(OCC(=O)N/N=C/c2cc(C)n(-c3c(C)cccc3C)c2C)c1C#N	1%	?	-5%	0%	4	6%	2	3	-2%	-14%	11%
COc1ccc(Cl)cc1NC(=O)CN(C)C(=O)c1sc2ccccc2c1Cl	-7%	.	-10%	0%	43[activator]	-4%	.	-14	0%	-27%	.
Cc1ccc(N2CS(=O)(=O)/C(=C/N(C)C)C2=O)cc1	2µM*	?	1.3µM*	12µM*	-22	?	-4	14	-7%	-3%	-24%
C[C@]12C(=O)N(c3cccc(F)c3)C(=O)N1[C@H]1c3ccccc3OC[C@@H]1[C@H]2c1ccccc1	.	.	.	.	-23	0%	.	2	0%	-1%	.
CC(C)(C)C1N=C(c2ccc3ccccc3c2)OC1=O (centres undefined)	-4%	.	-7%	-16%	-23	6%	.	6	5%	2%	.

Random draw from the library; 14% or so of the library scored in one or more.
